Screening data as filed in PubChem BioAssay.
Neddylation inh = inhibitors of human cullin neddylation | P61081+Q13564 | TR-FRET cullin neddylation, biochemical | calls only at 25 µM | actives 0.58% (n = 360,000) | AID 651699; in the data active = inhibition above about 36%
FAS TE block = inhibitors of human fatty acid synthase thioesterase domain | actives 0.67% (n = 360,000) | inhibition, % at 15 µM | recombinant FAS-TE, OMFH fluorogenic substrate, fluorescence endpoint | AID 602261;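 active = compounds whose normalised, plate-corrected inhibition of enzyme fluorescence in the single-dose primary screen is 50% or more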;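 also: 0% = DMSO with enzyme and 100% = substrate without enzyme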
CSN deneddyl inh = inhibitors of human CSN-mediated cullin deneddylation. Q92905. Purified CSN, SCF-Nedd8-OG deneddylation, fluorescence polarization. inhibition, % at 12.5 µM. actives 0.38% (n = 360,000). AID 651999;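 active = pattern-corrected inhibition above about 35%, with an unprinted fluorescence ratio check between 0.5 and 1.5, limit read from the data, passing the limit was not always enough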;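 also: 0% = enzyme with substrate and 100% = substrate without enzyme; some results filed as inactive read as strong as hits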
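assay system = purified human Csn5 enzyme expressed in HEK293T cells | amount = 0.24 nM enzyme | buffer or medium = Tris/NaCl/DTT buffer, pH 7.5 | reagent = 10 nM SCFSkp2-Nedd8OG | compound = one concentration, 12.5 µM, 0.25% DMSO | times = 90 min reaction at room temperature | signal = FP | read-out basis = % inhibition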
NadD inh = inhibitors of Staphylococcus aureus NadD. actives 0.78% (n = 360,000). purified NadD enzyme, colorimetric absorbance read-out. inhibition, % at 20 µM. AID 602399; in the data active = inhibition above about 26%; also: some compounds past the cut are filed as inactive
PABP1 MLLE inh = blocks PAM2 peptide binding to the PABP1 MLLE domain | P11940 | GST-MLLE / FITC-PAM2 fluorescence polarization | inhibition, % at 20 µM | actives 0.36% (n = 360,000) | AID 588489; in the data active = inhibition above about 35%, passing the limit was not always enough;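 also: plate controls were DMSO wells with GST-MLLE for no effect and wells lacking GST-MLLE protein for full effect; some results filed as inactive read as strong as hits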
MT1-MMP act inh = blocks activation of human MT1-MMP | actives 0.061% (n = 360,000) | HT1080 RFP-PRO-GFP cells, GFP/RFP ratio fluorescence, overnight; percent of plate control window, DMSO zero | GFP/RFP ratio change, % at 20 µM;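 active = GFP/RFP ratio change of at least 30% with cell ATP level not reduced by more than half and red fluorescence within 50% of control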; also: strong numbers were not always called active
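system = RFP-PRO-GFP reporter HT1080 cells | dosing = 20 µM single dose, 1% DMSO | timing = overnight cell settling, then overnight compound exposure, 37 °C, 5% CO2 | read-out basis = GFP/RFP fluorescence ratio | controls = DMSO and RFP-L50D-GFP cell wells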
SKN-1 inh = blocks SKN-1 activity in C. elegans; actives 0.49% (n = 360,000); C. elegans VP596 Pgst-4::GFP/RFP ratio, acrylamide-induced, 24 h; inhibition, % at 21.8 µM;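 active = interference check ratio from 0.5 to 1.5 plus GFP to RFP signal ratio inhibition reaching or exceeding a fixed threshold, cut at about 30% in these data, passing the limit was not always enough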; also: some compounds called inactive have numbers as strong as hits
Rpn11 block = Rpn11 (human) deubiquitinase inhibition | O00487 | calls only at 20 µM | human 26S proteasome, Ub4-pepOG fluorescence polarization; 20S core pre-blocked with epoxomicin | actives 0.59% (n = 360,000);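 active = inhibition at 20 µM, scaled to each plate's controls, above about 33%, limit read from the data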
Rin1-Abl PPI inh = inhibitors of human Rin1-Abl protein interaction | actives 0.4% (n = 360,000) | P00519+Q13671 | TR-FRET Rin1/Abl binding, biochemical | AID 588664 | inhibition, % at 7.35 µM; in the data active = inhibition above about 5%, passing the limit was not always enough
Target sequence (P00519 whole entry, looked up): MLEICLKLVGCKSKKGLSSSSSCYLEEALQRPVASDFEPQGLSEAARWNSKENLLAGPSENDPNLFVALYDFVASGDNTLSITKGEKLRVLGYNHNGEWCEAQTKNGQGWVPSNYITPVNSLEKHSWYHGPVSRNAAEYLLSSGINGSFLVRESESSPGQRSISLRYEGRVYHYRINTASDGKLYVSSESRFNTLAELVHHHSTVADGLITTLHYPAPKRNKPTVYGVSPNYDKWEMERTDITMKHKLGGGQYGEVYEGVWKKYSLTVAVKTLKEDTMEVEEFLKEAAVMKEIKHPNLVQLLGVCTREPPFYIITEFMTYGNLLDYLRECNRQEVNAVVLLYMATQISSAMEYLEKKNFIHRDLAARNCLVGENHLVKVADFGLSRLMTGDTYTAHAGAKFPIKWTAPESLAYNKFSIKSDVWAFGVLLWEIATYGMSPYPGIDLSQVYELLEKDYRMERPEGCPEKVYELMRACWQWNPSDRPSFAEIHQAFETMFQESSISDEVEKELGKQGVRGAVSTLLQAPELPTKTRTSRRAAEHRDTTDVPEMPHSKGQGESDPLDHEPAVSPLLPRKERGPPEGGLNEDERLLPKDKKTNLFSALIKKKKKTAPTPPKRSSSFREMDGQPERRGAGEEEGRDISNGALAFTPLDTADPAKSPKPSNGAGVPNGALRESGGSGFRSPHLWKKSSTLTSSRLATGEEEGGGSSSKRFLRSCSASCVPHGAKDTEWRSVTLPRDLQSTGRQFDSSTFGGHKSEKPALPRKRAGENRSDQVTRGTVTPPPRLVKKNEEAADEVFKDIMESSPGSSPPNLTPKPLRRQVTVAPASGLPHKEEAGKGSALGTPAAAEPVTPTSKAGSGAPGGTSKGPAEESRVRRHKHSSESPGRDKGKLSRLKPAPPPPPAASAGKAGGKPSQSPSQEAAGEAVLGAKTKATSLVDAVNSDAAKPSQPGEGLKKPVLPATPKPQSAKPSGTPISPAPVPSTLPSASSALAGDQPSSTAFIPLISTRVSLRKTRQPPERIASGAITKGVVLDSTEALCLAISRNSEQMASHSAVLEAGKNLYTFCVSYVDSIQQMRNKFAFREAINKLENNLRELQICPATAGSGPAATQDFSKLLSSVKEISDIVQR
Target sequence (Q13671 whole entry, looked up): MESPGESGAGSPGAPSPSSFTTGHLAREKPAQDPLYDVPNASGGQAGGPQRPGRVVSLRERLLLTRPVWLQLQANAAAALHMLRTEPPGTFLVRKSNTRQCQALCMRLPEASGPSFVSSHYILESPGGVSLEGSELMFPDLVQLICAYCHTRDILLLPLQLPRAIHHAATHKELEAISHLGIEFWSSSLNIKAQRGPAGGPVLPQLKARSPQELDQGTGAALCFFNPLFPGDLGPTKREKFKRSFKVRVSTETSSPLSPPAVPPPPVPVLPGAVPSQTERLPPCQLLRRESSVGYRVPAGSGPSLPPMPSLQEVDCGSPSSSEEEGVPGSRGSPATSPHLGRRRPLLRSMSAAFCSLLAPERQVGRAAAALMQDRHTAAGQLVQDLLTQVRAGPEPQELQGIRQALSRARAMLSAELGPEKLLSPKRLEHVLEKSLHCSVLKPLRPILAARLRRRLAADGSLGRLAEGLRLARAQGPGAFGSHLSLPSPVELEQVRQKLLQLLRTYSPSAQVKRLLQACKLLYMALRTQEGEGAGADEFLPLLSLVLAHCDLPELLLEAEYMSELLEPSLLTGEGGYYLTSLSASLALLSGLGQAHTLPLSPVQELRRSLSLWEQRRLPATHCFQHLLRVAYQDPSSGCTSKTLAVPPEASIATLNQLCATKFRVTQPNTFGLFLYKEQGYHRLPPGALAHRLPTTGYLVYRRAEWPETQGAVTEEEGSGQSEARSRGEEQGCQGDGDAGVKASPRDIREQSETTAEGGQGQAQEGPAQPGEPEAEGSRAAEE
The depositor's hits bear a star; i = inactive; / = no result given. Random draw from the library; any-hit rate near 3.9%.

SMILES	Neddylation inh	FAS TE block	CSN deneddyl inh	NadD inh	PABP1 MLLE inh	MT1-MMP act inh	SKN-1 inh	Rpn11 block	Rin1-Abl PPI inh
Cc1cccc(-n2cnc(C(=O)N3CCN(C)CC3)c2)n1	i	-5	0	2	11	-2	1	i	-1
O=C(NCc1ccc2c(c1)OCO2)c1cc(-c2ccccc2)on1	i	-4	1	-6	-1	4	-5	i	1
O=C1c2cccc3c2C2(O)c4c1cccc4C(=O)c1cccc(c12)C3=O	i	-2	2	-1	7	-6	-7	i	0
Cc1ccc(C(=O)N2CCN(Cc3ccccc3)CC2)cc1S(=O)(=O)N1CCOCC1	i	0	0	7	6	1	2	i	3
Cc1cccc(C)c1NC(=O)CSc1nnc([C@@H]2CCCN2C(=O)OC(C)(C)C)o1	i	-6	-3	7	-5	1	-2	i	2
CCOC(=O)[C@]12CCCC=C1N(Cc1ccco1)C(=O)[C@H](CC(=O)N1CCCCC1)C2	i	-6	-1	7	/	3	5	/	/
Cc1ccc(S(=O)(=O)N/N=C/c2cccc3c2OCCO3)cc1	i	-7	-18	-3	-16	1	0	i	1
COc1cccc(C(=O)NC(=S)Nc2ccc3oc(=O)ccc3c2)c1	i	2	-11	-5	33	1	9	i	-3
Cc1ccc(CSCC(=O)N(C)CC(=O)Nc2ccc(C)cc2)cc1	i	2	0	1	5	-2	13	i	3
O=C(/C=C/c1ccco1)Oc1cccc2cccnc12	i	-5	0	-2	1	3	11	i	2
O=C(c1ccc(Cl)c(S(=O)(=O)N2CCOCC2)c1)N1CCCC1	i	-5	3	2	-5	3	9	i	3
O=NN1CCN(c2ccncc2S(=O)(=O)N2CCCCC2)CC1	i	-4	1	3	6	-7	-10	i	-1
CC1CCN(C2=NC(=O)/C(=C/c3cccc(O)c3)S2)CC1	i	0	2	-2	-10	-10	-10	i	-3
NCCCC[C@@H]1NC(=O)c2cc([N+](=O)[O-])cc(F)c2NCCCC[C@@H](C(N)=O)NC(=O)[C@H](CCC(N)=O)NC1=O	i	-10	-2	-6	6	-1	2	i	1
O=C(c1ccc(COc2ccccc2Br)o1)N1CCN(c2ccccn2)CC1	i	25	-2	4	1	5	-19	i	0
C[C@@H]1C(=O)O[C@H]2[C@H]1CC[C@@]1(C)C(=O)C=C[C@@](C)(O)[C@H]21	i	-13	-1	3	12	-7	10	i	-1
COc1cc2cc(CN(Cc3cccnc3)C(=O)Nc3ccccc3F)c(=O)[nH]c2cc1OC	/	-5	2	8	11	1	-4	i	2
CC(=O)c1cccc(CN2CCC(n3nccc3NC(=O)c3ccc4c(c3)OCO4)CC2)c1	i	4	-1	-6	-5	-2	-1	i	4
Cc1cc(C)c(C#N)c(SCc2nnc(-c3ccccc3[N+](=O)[O-])o2)n1	i	25	-4	-3	1	-2	-6	i	-5
Cc1ccc(S(=O)(=O)Nc2nc(C)c(C(=O)NN)s2)cc1	i	-11	-2	-3	-11	-1	-6	i	-1
COc1ccc(C2C(C(=O)N3CCCC3)c3cc(OC)c(OC)cc3C(=O)N2C)cc1OC (stereo unspecified)	i	-3	-4	7	-2	1	0	i	-4
COc1ccc(CNC(=O)OCCN2CCN(S(=O)(=O)c3ccc(C)cc3)CCC2=O)cc1	i	-5	-6	-4	-3	5	-3	i	-4
Cc1ccc2c(c1)Oc1ccccc1C=C2C(=O)O	i	-1	-18	3	-3	-2	12	i	2
COc1ccc(Nc2nc3ccccc3n3cnnc23)cc1Cl	/	-2	7	3	-16	3	25	i	-1
Cc1ccc(CNC(=O)C(=O)NCCCn2ccnc2)cc1	i	-8	-1	-6	-8	0	5	i	0
The list goes on:
SMILES	Neddylation inh	FAS TE block	CSN deneddyl inh	NadD inh	PABP1 MLLE inh	MT1-MMP act inh	SKN-1 inh	Rpn11 block	Rin1-Abl PPI inh
Cc1ccc2nc(C(F)(F)F)c(C#N)c(N)c2c1	i	2	4	-5	-2	-10	10	i	1
CCc1nc(C)cn1S(=O)(=O)c1cc(Br)ccc1OC	i	-5	4	2	13	3	6	i	4
CN(c1ccccc1)S(=O)(=O)c1ccc(NC(=O)c2nc(S(C)(=O)=O)ncc2Cl)cc1	i	58*	5	4	26	1	-32	i	2
CCCc1nc2ccccc2c(=O)n1CCc1ccccc1	i	6	0	-8	18	0	5	i	1
COCCNC(=O)C(=O)Nc1cccc(Br)c1	i	-11	2	2	1	8	10	i	4
CN1CCC(Oc2ccccc2Sc2ccc(C(F)(F)F)cc2)CC1	i	0	-2	-3	-17	-2	16	i	1
CCOc1ccccc1C1C(C(N)=O)=C(C)Nc2nc(-c3cccc(C)c3)nn21 (stereo unspecified)	i	-1	1	-2	4	-3	-5	i	2
CCn1c(C)cc2c(c1=O)C(c1ccccc1Br)C(C#N)=C(N)O2 (stereo unspecified)	i	21	9	0	-1	-4	4	i	1
CC(=O)Nc1ccc(Nc2ccc(N3C(=O)CCCC3=O)cc2[N+](=O)[O-])cc1	i	-4	-1	3	-6	12	9	i	-11
O=C(CN1CCN(c2ccc(C(F)(F)F)cn2)CC1)Nc1ccc2c(c1)OCO2	i	16	0	-4	-9	0	8	i	0
CCCN1CCN(C(=O)c2nn(-c3ccc(OC)cc3)c(=O)c3c2c2ccccc2n3C)CC1	i	-6	2	-4	-4	1	3	i	-1
Cn1cnc(S(=O)(=O)N2CCCC(c3cc(C(=O)Nc4ccc(F)c(Cl)c4)no3)C2)c1 (stereo unspecified)	i	0	4	2	0	3	3	i	0
O=C(C1CCC(=O)N(C2CC2)C1)N1CCN(c2cccc(Cl)c2)CC1 (stereo unspecified)	i	-6	3	-4	-1	2	14	i	0
O=C(Nc1ccc(OC(F)(F)F)cc1)C1CCCN(C(=O)c2ccc(Cl)cc2)C1 (stereo unspecified)	i	22	4	-8	6	-14	-36	i	5
CC(SCc1ccccc1)C(=O)Nc1ccccc1F (stereo unspecified)	i	1	0	-2	4	2	-3	i	/
CCOCCCn1c(SCC(=O)N2CCOCC2)nc2ccccc2c1=O	i	-4	6	5	-4	-2	8	i	1
CCOc1ccc(CCN2C(=O)C(=O)N([C@@H](Cc3ccccc3)CN3CCC[C@H]3CN3C(=O)C(=O)NC[C@@H]3CC(C)C)C[C@@H]2Cc2ccc(O)cc2)cc1	i	2	-2	30*	/	0	16	/	/
O=c1cc2c(c(-c3ccccc3)n1Cc1ccccc1)[C@@H](CCO)NC2	i	-6	2	3	1	4	-7	i	-2
CCOc1ccc(CN(C)CC(=O)Nc2ccc(N3CCOCC3)cc2)cc1OC	i	-12	-11	-4	10	3	-16	i	1
Cc1ccc(NC(=O)Cn2c(=O)n(CCCCC(=O)NCc3ccco3)c(=O)c3ccccc32)cc1	i	4	3	3	0	0	10	i	1
COCCCN1C(=O)c2ccc(C(=O)OCC(=O)NCc3cccc(OC)c3)cc2C1=O	i	-5	0	2	-17	-6	10	i	0
CCCCN(C(=O)c1ccc(C)o1)c1c(N)n(CC(C)C)c(=O)[nH]c1=O	i	-7	1	-3	9	-1	0	i	-2
O=C(c1ccccn1)N1CCN(c2ccc(C(F)(F)F)cn2)CC1	i	-6	-4	4	16	5	-2	i	3
COC(=O)C(C(=O)OC)C(C[N+](=O)[O-])c1ccc(OC)c(OC)c1 (stereo unspecified)	i	-7	6	-3	4	0	0	i	2
O=C(NCCc1ccccc1)c1cccnc1	i	-13	1	-3	2	-1	12	i	-3

A draw from above in order of molecular weight, low to high.
SMILES	Neddylation inh	FAS TE block	CSN deneddyl inh	NadD inh	PABP1 MLLE inh	MT1-MMP act inh	SKN-1 inh	Rpn11 block	Rin1-Abl PPI inh
O=C(NCCc1ccccc1)c1cccnc1	i	-13	1	-3	2	-1	12	i	-3
CCCc1nc2ccccc2c(=O)n1CCc1ccccc1	i	6	0	-8	18	0	5	i	1
COCCNC(=O)C(=O)Nc1cccc(Br)c1	i	-11	2	2	1	8	10	i	4
O=c1cc2c(c(-c3ccccc3)n1Cc1ccccc1)[C@@H](CCO)NC2	i	-6	2	3	1	4	-7	i	-2
CCc1nc(C)cn1S(=O)(=O)c1cc(Br)ccc1OC	i	-5	4	2	13	3	6	i	4
O=C(C1CCC(=O)N(C2CC2)C1)N1CCN(c2cccc(Cl)c2)CC1 (stereo unspecified)	i	-6	3	-4	-1	2	14	i	0
CCn1c(C)cc2c(c1=O)C(c1ccccc1Br)C(C#N)=C(N)O2 (stereo unspecified)	i	21	9	0	-1	-4	4	i	1
CCOc1ccccc1C1C(C(N)=O)=C(C)Nc2nc(-c3cccc(C)c3)nn21 (stereo unspecified)	i	-1	1	-2	4	-3	-5	i	2
CCOCCCn1c(SCC(=O)N2CCOCC2)nc2ccccc2c1=O	i	-4	6	5	-4	-2	8	i	1
O=C(CN1CCN(c2ccc(C(F)(F)F)cn2)CC1)Nc1ccc2c(c1)OCO2	i	16	0	-4	-9	0	8	i	0
CCOc1ccc(CN(C)CC(=O)Nc2ccc(N3CCOCC3)cc2)cc1OC	i	-12	-11	-4	10	3	-16	i	1
COCCCN1C(=O)c2ccc(C(=O)OCC(=O)NCc3cccc(OC)c3)cc2C1=O	i	-5	0	2	-17	-6	10	i	0
Cn1cnc(S(=O)(=O)N2CCCC(c3cc(C(=O)Nc4ccc(F)c(Cl)c4)no3)C2)c1 (stereo unspecified)	i	0	4	2	0	3	3	i	0
Cc1ccc(NC(=O)Cn2c(=O)n(CCCCC(=O)NCc3ccco3)c(=O)c3ccccc32)cc1	i	4	3	3	0	0	10	i	1
CCOc1ccc(CCN2C(=O)C(=O)N([C@@H](Cc3ccccc3)CN3CCC[C@H]3CN3C(=O)C(=O)NC[C@@H]3CC(C)C)C[C@@H]2Cc2ccc(O)cc2)cc1	i	2	-2	30*	/	0	16	/	/

Some of these compounds in order of molecular weight, ascending.
SMILES	Neddylation inh	FAS TE block	CSN deneddyl inh	NadD inh	PABP1 MLLE inh	MT1-MMP act inh	SKN-1 inh	Rpn11 block	Rin1-Abl PPI inh
CC(SCc1ccccc1)C(=O)Nc1ccccc1F (stereo unspecified)	i	1	0	-2	4	2	-3	i	/
O=C(C1CCC(=O)N(C2CC2)C1)N1CCN(c2cccc(Cl)c2)CC1 (stereo unspecified)	i	-6	3	-4	-1	2	14	i	0
CCCN1CCN(C(=O)c2nn(-c3ccc(OC)cc3)c(=O)c3c2c2ccccc2n3C)CC1	i	-6	2	-4	-4	1	3	i	-1

Additional entries
SMILES	Neddylation inh	FAS TE block	CSN deneddyl inh	NadD inh	PABP1 MLLE inh	MT1-MMP act inh	SKN-1 inh	Rpn11 block	Rin1-Abl PPI inh
CC(=O)Nc1ccc(OCCCNC(=O)c2c(-c3ccccc3)noc2C)cc1	i	-2	0	-2	-3	8	1	i	-2
O=C(CCc1ccccc1)Nc1ccnn1C1CCN(C/C=C/c2ccccc2)CC1	i	0	-1	-4	2	3	3	i	1
COc1ccccc1NC(=O)C(C)OC(=O)CCCN=C1NS(=O)(=O)c2ccccc21 (stereo unspecified)	i	-7	6	1	-17	-26	23	i	-3
COCCn1c(=O)[nH]c2cc(C(=O)Nc3cc(C)cc(C)c3)ccc2c1=O	i	0	2	-1	-4	4	10	i	1
Cc1c2c(c(C)n1C)C(C(=O)NC1CCCCC1)N(Cc1ccccc1)C2=O (stereo unspecified)	i	4	-6	-6	21	-6	3	i	-3
O=C(Nc1ccc(Br)c2cccnc12)c1ccc(Cn2cc(Cl)cn2)o1	i	21	10	0	2	1	24	i	0
